Screening results as filed in PubChem.
Hsp70 displacement: small molecules displacing fluorescent ligand from Hsp70 – biochemical, fluorescence polarization, primary screen (AID 583). Hsp70 fluorescence polarization probe displacement, mP; higher % means a stronger effect. displacement, % at 20 µM, or IC50 in µM where a hit was titrated. 140,000 tested, 0.06% active; in the data active means displacement above about 50%;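 further: plate controls were vehicle for no effect and reference ligand for full effect; a part of the inactive calls stands beside numbers as strong as those of hits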
MKP-3 inhibition: MKP-3 phosphatase inhibitors, primary screen, biochemical, rat enzyme, in vitro (AID 425); recombinant MKP-3 phosphatase activity, fluorescence; higher % means a stronger effect; 110,000 tested, 0.17% active; one-dose inhibition, % at 20 µM; IC50 in µM for titrated hits; in the data active means inhibition above about 50%;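 further: plate controls were vehicle for no effect and reference inhibitor for full effect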
Active calls of the source: *; x = no result given; & = joins results of further samples. Only part of the results is shown; count on the stated rates, not on these rows.

#	structure	MKP-3 inhibition	Hsp70 displacement
1	CC(C)C(NS(=O)(=O)c1cccs1)C(=O)N1CCc2ccccc2C1 (configuration not stated)	4%	1.4%
2	N#Cc1ccccc1C(C(N)=O)(c1ccccc1)c1ccccc1C#N	-4%	6.0%
3	CCN(CC)S(=O)(=O)N1CCC(C(=O)NCC2COc3ccccc3O2)CC1 (configuration not stated)	-3%	1.9%
4	O=C(Nc1ccc(N2CCN(Cc3ccccc3Cl)CC2)cc1)c1cccnc1	-10%	7.0%
5	CC(C)c1ccc(N2C(=O)NC(=O)/C(=C/c3cc4c(cc3Cl)OCO4)C2=O)cc1	4%	1.2%
6	CN(C)S(=O)(=O)c1ccc(NC(=O)COC(=O)c2ccccn2)cc1	x	-1.7%
7	COc1ccccc1NC(=S)NCCc1ccc(Cl)cc1	x	-1.3%
8	Cc1sc2ncn(CCn3cnc4sc(C)c(C)c4c3=O)c(=O)c2c1C	-3%	-6.3%
9	CC12CC(NC(=O)N1CCc1ccccc1)c1cc(Cl)ccc1O2 (configuration not stated)	-1%	-4.6%
10	CCN1CCN(CCCNC(=O)C2c3ccccc3C(=O)N(C)C2c2ccc(OC)cc2)CC1 (configuration not stated)	-4%	1.9%
11	CC(C)(C)n1ncc2c(=O)n(Cc3ccc(Cl)cc3Cl)cnc21	x	-2.4%
12	Cn1c(N)c(C(=O)COC(=O)C2CCC(C(C)(C)C)CC2)c(=O)n(C)c1=O (configuration not stated)	x	2.3%
13	O=C(COC(=O)c1cccc(S(=O)(=O)N2CCc3ccccc3C2)c1)NCc1ccco1	-8%	2.8%
14	CSc1nc(=O)n(C)c(C)c1C(C)=O	5%	5.0%
15	CCN(CC)C(=O)C(=O)N/N=C/c1ccc(Cl)cc1Cl	-2%	0.6%
16	Cc1c(Cl)cccc1NC(=O)CSC(N)=O	2%	8.4%
17	O=C1c2ccccc2C(=O)N1CCC(=O)N1CCc2ccccc21	2%	-3.3%
18	Cn1c(CO)nc2cc(N)ccc21	-6%	0.2%
19	O=C1CC(NCc2ccncc2)C(=O)N1c1ccc(I)cc1 (configuration not stated)	2%	2.7%
20	CC(=O)Nc1ccc(NS(=O)(=O)c2cccc([N+](=O)[O-])c2)cc1	0%	-2.0%
21	CC(C)NC(=O)c1ccc(CN2CCN(c3ccccc3)CC2)cc1	2%	1.3%
22	C=CCNC(=O)C(=O)NCC1CCCO1 (configuration not stated)	3%	x
23	COC(=O)c1ccc(-c2nnc(Nc3ccccc3C)c3ccccc23)cc1	0%	0.7%
24	CCOc1cc(/C=C2\SC(=S)N(c3ccccc3)C2=O)cc([N+](=O)[O-])c1O	2%	0.7%
25	Nc1c(C(=O)NCCc2ccccc2)nnn1Cc1ccccc1	-6%	0.4%
26	O=C(Nc1ccc2c(c1)OC1(CCCC1)O2)C1CC1	-2%	5.1%
27	COc1ccc2cc3cc(C(=O)NC(C)C)oc3nc2c1	x	-2.4%
28	O=C(Nc1ccc(-c2cn3ccsc3n2)cc1)c1ccc(F)c(S(=O)(=O)N2CCOCC2)c1	-11%	-4.5%
29	COC(=O)/C(=N/O)c1c[nH]c2ccccc12	-1%	-0.1%
30	O=C(NCCCO)C1CC(=O)N(c2ccc(Br)cc2)C1 (configuration not stated)	4%	0.6%
31	Cc1cc(Nc2nnnn2-c2ccccc2)n(-c2ccccc2)n1	x	-3.3%
32	COc1cc(=O)[nH]c(=O)n1C(=O)Cc1ccccc1	-1%	3.8%
33	CCOc1ccc(NC2=NCC(=O)N2CCc2ccccc2)cc1	-4%	-0.8%
34	Cc1c(C(=O)OCC(=O)N(CCC#N)c2ccccc2)oc2c1ccc1ccccc12	-6%	-4.3%
35	Cc1ccc(CNC(=O)C(C)OC(=O)c2ccco2)cc1 (configuration not stated)	-2%	-4.1%
36	Cc1ccc(S(=O)(=O)c2c(N)n(NC(=O)C3CC3)c3nc4ccccc4nc23)cc1	-7%	-0.6%
37	CCOC(=O)c1ccc(NC(=O)CN(c2ccc(C)cc2)S(C)(=O)=O)cc1	0%	10%
38	Cc1ccc(NS(=O)(=O)c2ccc([N+](=O)[O-])cc2)cc1	-4%	0.5%
39	COc1ccc(-c2noc(CCCC(=O)NCc3ccco3)n2)cc1OC	-1%	7.7%
40	CCCOc1nc2ccccc2nc1NS(=O)(=O)c1ccccc1	1%	2.2%
41	COc1ccc(C(=O)c2ccc(N3CCOCC3)c([N+](=O)[O-])c2)cc1	0%	1.2%
42	O=C1CCCN1CCCNc1ncnc2c1cnn2-c1ccc(Cl)cc1	5%	0.2%
43	O=C(O)CC(=O)NC12CC3CC(CC(C3)C1)C2	x	2.9%&-3.4%
44	CNc1nc(NCCOC23CC4CC(CC(C4)C2)C3)nc(OCC(F)(F)F)n1	x	2.8%
45	CC(=O)Nc1ccc(Sc2ccccc2[N+](=O)[O-])cc1C	2%	1.8%
46	CCn1c2ccccc2c2cc(NC(=O)c3cccc([N+](=O)[O-])c3C)ccc21	1%	-4.2%
47	CCCCCn1c(=O)[nH]c2cc(C(=O)NCCN(CC)CC)ccc2c1=O	0%	-3.7%
48	CCOc1ccc(S(=O)(=O)NCCOC)cc1C	x	-2.1%

Some of the entries so far, with values under each structure.
Every second line gives: MKP-3 inhibition | Hsp70 displacement
43	O=C(O)CC(=O)NC12CC3CC(CC(C3)C1)C2
  x | 2.9%&-3.4%
44	CNc1nc(NCCOC23CC4CC(CC(C4)C2)C3)nc(OCC(F)(F)F)n1
  x | 2.8%
45	CC(=O)Nc1ccc(Sc2ccccc2[N+](=O)[O-])cc1C
  2% | 1.8%
46	CCn1c2ccccc2c2cc(NC(=O)c3cccc([N+](=O)[O-])c3C)ccc21
  1% | -4.2%

Additional entries.
#	structure	MKP-3 inhibition	Hsp70 displacement
49	COc1cccc(OC)c1C(=O)Nc1cccc(C(=O)c2ccccc2)c1	1%	x
50	COC(=O)CN(c1cccc(OC)c1)S(C)(=O)=O	-4%	1.1%
51	O=C(CCCCCn1c(SCC(=O)c2ccccc2)nc2ccccc2c1=O)NCc1ccco1	-2%	6.7%
52	COc1ccccc1C(=O)Nc1cc(-c2nc3ncccc3o2)ccc1C	3%	1.1%
53	COC(=O)c1cc(NC(=O)Cc2coc3cc(OC)ccc23)cc(C(=O)OC)c1	-2%	0.8%
54	COc1ccccc1N(CC(O)CN1C(=O)NC(C)(C)C1=O)S(=O)(=O)c1ccc(C)cc1 (configuration not stated)	-7%	-0.5%
55	CCC(C)NC(=O)C1CCCN(c2nc(C)cc(OC)n2)C1 (configuration not stated)	x	-0.3%
56	CCc1c(C)nc2ncnn2c1NCCc1ccc(OC)cc1	-1%	-1.4%

Record cards, from the list above. Order of screens: MKP-3 inhibition, Hsp70 displacement
CCc1c(C)nc2ncnn2c1NCCc1ccc(OC)cc1 across the screens: -1%, -1.4%
O=C(Nc1ccc(-c2cn3ccsc3n2)cc1)c1ccc(F)c(S(=O)(=O)N2CCOCC2)c1 across the screens: -11%, -4.5%
CC(C)(C)n1ncc2c(=O)n(Cc3ccc(Cl)cc3Cl)cnc21 across the screens: x, -2.4%
CC(=O)Nc1ccc(NS(=O)(=O)c2cccc([N+](=O)[O-])c2)cc1 across the screens: 0%, -2.0%
CN(C)S(=O)(=O)c1ccc(NC(=O)COC(=O)c2ccccn2)cc1 across the screens: x, -1.7%

(listing goes on)
#	structure	MKP-3 inhibition	Hsp70 displacement
57	COCCNC(=O)CNS(=O)(=O)c1ccc2nc(C)sc2c1	-4%	-6.5%
58	Cc1cc(=O)n2[nH]c(COc3ccccc3)nc2n1	-5%	3.3%
59	COc1ccc(N2CCCn3c2nc2c3c(=O)n(Cc3ccc(F)cc3)c(=O)n2C)c(OC)c1	1%	-0.1%
60	COc1ccc(-c2cn3ccccc3n2)cc1Br	6%	-3.1%
61	CCOC(=O)c1c(N2CCOCC2)c2ccccc2[nH]c1=O	2%	-2.3%
62	CCn1nc(C(=O)OCC(=O)NCCN2C(=O)CSC2=O)c2ccccc2c1=O	4%	4.4%
63	O=C(COc1cccc(Cl)c1)Nc1nc(-c2ccc(S(=O)(=O)N3CCOCC3)cc2)cs1	x	-2.2%
64	O=C(Oc1ccc2ccccc2c1Cl)N1CCCC1	-10%	-5.8%
65	COc1ccc(Cn2c(C3CC3)nc3ccc(NC(=O)c4ccco4)cc3c2=O)cc1	-4%	-0.3%
66	COc1cccc(-c2cn3nc4c(nc3n2)CCCC4)c1	20%	-8.5%
67	O=C(CN(c1ccccc1)S(=O)(=O)c1ccccc1[N+](=O)[O-])NC1CCCCC1	0%	0.3%
68	O=c1oc2ccccc2c(O)c1C=NCc1ccccn1	-1%	-0.3%
69	COc1cccc(C2C(C(=O)c3sc(C)nc3C)=C(O)C(=O)N2CCN2CCOCC2)c1OC (configuration not stated)	0%	-0.4%
70	COc1cc(CN2CCN(C(=O)c3ccc(-c4ccccc4)cc3)CC2)cc(OC)c1OC	2%	-5.7%
71	COC(=O)Cn1cc(/C=C2\C(=O)NC(=O)N(c3cccc(F)c3)C2=O)c2ccccc21	-2%	-9.9%
72	Cc1ccc(CSc2nnc(-c3ccccn3)n2C)cc1	-10%	2.0%
73	CCNC(=O)CN(Cc1ccccc1)S(=O)(=O)c1ccccc1	-5%	2.8%
74	NC(=O)c1ccc(-n2nnnc2Oc2ccccc2C(=O)N2CCOCC2)cc1	-13%	2.7%
75	O=C(Nc1ccc(N2CCCC2)c(Cl)c1)c1cccnc1	x	-1.3%
76	COc1ccc(-c2cc(C(F)(F)F)n3ncnc3n2)cc1	4%	-2.0%
77	CCN1C(=O)C(=Cc2ccc(-c3cccc(C(=O)O)c3)o2)C(=O)N(CC)C1=S	3%	1.0%
78	COc1ccc(C(C)=O)cc1COC(=O)c1cc(C)oc1C	5%	5.8%
79	COc1ccccc1N(CN1CCCC1=O)C(=O)COc1ccccc1	-6%	-1.3%
80	O=C(Nc1ccc(Br)cc1C(=O)O)c1cc([N+](=O)[O-])cc([N+](=O)[O-])c1	-1%	6.3%
81	O=C(COc1ccc([N+](=O)[O-])cc1)Nc1ccc2nn(-c3ccc(F)cc3)nc2c1	2%	-7.6%
82	CN(C)/C=C(/Cl)C=C1C(=O)c2ccccc2C1=O	-5%	0.5%
83	Cc1cccc(Oc2cnn(C(C)(C)C)c(=O)c2Cl)c1	x	-3.6%
84	CCOC(=O)N1CCN(c2c(NCCCOC(C)C)c(=O)c2=O)CC1	1%	1.0%
85	CCCc1cn(S(=O)(=O)c2ccc(OC)cc2OC)nc1N	-4%	3.7%
86	CCSCCOC(=O)C1=C(C)NC2=C(C(=O)CCC2)C1c1cc(Br)ccc1OC (configuration not stated)	4%	-2.1%
87	Cc1cc(C)n(-c2nc3c(c(=O)n(C)c(=O)n3C)n2CC(O)COc2ccccc2C)n1 (configuration not stated)	x	5.3%
88	COc1ccc(C)c2sc(=NC(=O)c3ccc(C#N)cc3)n(C)c12	-6%	-5.7%
89	O=C(NC(=S)Nc1ccc2oc(-c3ccc(Cl)cc3)nc2c1)c1ccco1	0%	2.0%
90	Cc1cccc2cc(COC(=O)c3ccco3)c(=O)[nH]c12	-10%	2.7%
91	COc1ccc(Cl)cc1S(=O)(=O)N1CCN(C(=O)c2ccco2)CC1	-9%	5.4%
92	COc1ccc(CCN2C(=O)C3C4CC(C5C(C(N)=O)=NOC45)C3C2=O)cc1OC (configuration not stated)	x	-2.5%
93	Nc1cc(C(=O)OCC(=O)NCc2ccco2)ccc1Cl	-4%	-0.4%
94	CCOC(=O)C1CCCN(S(=O)(=O)c2ccc(Br)c(OC)c2)C1 (configuration not stated)	-1%	-5.7%
95	Cc1ccc(S(=O)(=O)NC(CN2CCOCC2)=NCCNS(=O)(=O)c2ccccc2)cc1	4%	-6.1%
96	COC(=O)CCN1C(=O)/C(=C\c2ccc(C)cc2)SC1=S	4%	2.3%
97	COc1cc(NC(=O)COc2ccc(Br)c(C)c2)cc(OC)c1	4%	-1.6%
98	O=C(O)C1Nc2c(O)cccc2C2C=CCC12 (configuration not stated)	x	16%
99	CC(=O)n1cc(Nc2ccccc2O)c2ccccc21	2%	3.4%
100	CCn1nnnc1-c1ccc(OC)c(S(=O)(=O)N2CCCCC2)c1	-17%	0.2%
101	CCOC(=O)c1c(-c2ccccc2)c(C(C)=O)c(=O)n(C)c1C	-6%	-1.7%
102	CCOC(=O)C1=C(C)NC(C)=C(C(=O)OCC)C1c1ccc(N(C)C)cc1	1%	-0.7%
103	CCN(CC)C(=O)CN(C#N)c1nc(OC)nc(N(C)C)n1	3%	-0.6%
104	Cc1ccc(-c2cc(C(=O)NCC3CCCO3)no2)cc1 (configuration not stated)	3%	2.3%
105	O=C1c2ccccc2C(=O)N1Cc1nc2ccccc2c(=O)n1CCN1CCOCC1	0%	-0.4%
106	Cc1cc(C)nc(SC2=CS(=O)(=O)c3ccccc32)n1	-3%	-2.3%
107	N#CCCNC(=O)CCN1CCCCC1	x	3.1%
108	O=C(N1CCOCC1)C(F)(F)C(=O)N1CCOCC1	4%	-5.7%
109	Cc1ccc2oc(=O)n(CC(=O)OC(C)C)c2c1	x	-0.8%
110	Clc1ccccc1COc1ccccc1-c1nnco1	x	3.6%
111	CSc1ccc(NC(=O)N2CCN(c3nc4ccccc4s3)CC2)cc1	x	-3.2%
112	CC(=O)C1C(c2ccccc2Cl)NC(=O)NC1(O)C(F)(F)F (configuration not stated)	3%	6.9%
113	Cc1c(Cl)cccc1-n1c(SCC(=O)NCc2ccccc2Cl)nnc1-c1ccncc1	x	-3.3%
114	C(=NN1CCN(c2ccccn2)CC1)c1cccc2ccccc12	5%	-3.3%
115	CCC(=O)Nc1ccc(-c2nnc(SCC(=O)NCC3CCCO3)n2C)cc1 (configuration not stated)	-5%	1.8%
